# Source: PubChem BioAssay (The Scripps Research Institute Molecular Screening Center)
# CHRM5 agonist: human M5 muscarinic receptor agonists, primary screen, CHO-K1 cells, Fluo-8 calcium fluorescence; Muscarinic acetylcholine receptor M5 (Homo sapiens), P08912; CHO-K1 hM5 cells; 0% DMSO wells, 100% maximal acetylcholine response; activation, % at 3 µM; 360,000 compounds, 0.19% hits; AID 624037, 2012;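 active means activation above the run's mean over test compounds plus 3 SD, cut at about 23% in these data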;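 further: signal is peak over basal fluorescence ratio across the kinetic read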
# Target sequence (P08912 whole entry, looked up): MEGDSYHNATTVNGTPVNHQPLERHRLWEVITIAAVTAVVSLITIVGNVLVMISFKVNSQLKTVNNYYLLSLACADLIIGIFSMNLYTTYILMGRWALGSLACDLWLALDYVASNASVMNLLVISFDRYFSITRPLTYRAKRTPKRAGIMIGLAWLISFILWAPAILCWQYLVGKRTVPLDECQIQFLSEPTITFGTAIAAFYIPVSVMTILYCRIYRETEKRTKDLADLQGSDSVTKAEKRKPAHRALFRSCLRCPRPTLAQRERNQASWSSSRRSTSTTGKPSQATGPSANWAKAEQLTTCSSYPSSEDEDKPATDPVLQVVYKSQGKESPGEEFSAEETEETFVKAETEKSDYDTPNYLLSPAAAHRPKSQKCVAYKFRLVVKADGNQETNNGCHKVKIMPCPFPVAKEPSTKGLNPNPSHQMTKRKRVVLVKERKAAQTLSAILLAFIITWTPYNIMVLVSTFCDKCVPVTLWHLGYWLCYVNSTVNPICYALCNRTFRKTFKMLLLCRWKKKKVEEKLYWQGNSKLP
# M4 antag: human M4 muscarinic receptor antagonists, primary screen, CHO cells, Fluo-8 calcium fluorescence; 360,000 compounds, 0.73% hits; Muscarinic acetylcholine receptor M4 (Homo sapiens), P08173; AID 624125, 2012; CHO-hM4 cells, ACh EC80; inhibition, % at 3 µM;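 active means inhibition above its plate's cutoff, the mean inhibition of sample wells plus 3 SD, cut at about 27% in these data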;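 further: 0% = acetylcholine EC80 with DMSO and 100% = DMSO without agonist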
# Target sequence (P08173 whole entry, looked up): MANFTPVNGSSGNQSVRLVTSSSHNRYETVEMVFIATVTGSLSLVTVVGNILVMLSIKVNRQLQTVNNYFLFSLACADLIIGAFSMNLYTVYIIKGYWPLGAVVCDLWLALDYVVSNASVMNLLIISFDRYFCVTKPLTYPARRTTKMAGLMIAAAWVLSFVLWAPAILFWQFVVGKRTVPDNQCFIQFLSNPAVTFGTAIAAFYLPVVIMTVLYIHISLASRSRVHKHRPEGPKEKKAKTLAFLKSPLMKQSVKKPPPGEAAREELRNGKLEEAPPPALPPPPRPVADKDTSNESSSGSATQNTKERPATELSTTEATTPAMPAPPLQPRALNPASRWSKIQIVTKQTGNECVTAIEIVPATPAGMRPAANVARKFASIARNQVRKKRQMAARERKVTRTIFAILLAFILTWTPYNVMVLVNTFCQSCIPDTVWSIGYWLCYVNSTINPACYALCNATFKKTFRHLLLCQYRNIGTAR
# CHRM5 PAM: human M5 muscarinic receptor positive allosteric modulators, primary screen, CHO-K1 cells, Fluo-8 calcium fluorescence. Muscarinic acetylcholine receptor M5 (Homo sapiens), P08912. CHO-K1 hM5, ACh EC20 PAM; 0% = ACh EC20, 100% = ACh EC100. activation, % at 3 µM. 360,000 compounds, 0.3% hits;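 active means activation above the run cutoff, the mean activation of all test compounds plus 3 SD, cut at about 18% in these data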
#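 Probe or stimulus: acetylcholine, EC20 level; Assay system: human M5 receptor in CHO-K1 cells; Schedule: compound preincubation 140 s before EC20 acetylcholine addition; Technique: intracellular calcium via Fluo-8 fluorescence; Dosing: single-point, 3 µM nominal; Read-out basis: percent activation from peak-over-basal fluorescence ratio, scaled EC20-to-EC100 acetylcholine; Repeats: one well per compound, no replicates.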
# CHRM4 PAM: human M4 muscarinic receptor positive allosteric modulators, primary screen, CHO-K1 cells, Fluo-8 calcium fluorescence. CHO-K1 hM4/Gqi5, ACh EC20; 0% = ACh EC20, 100% = maximal ACh. activation, % at 3 µM. 360,000 compounds, 0.4% hits. Muscarinic acetylcholine receptor M4 (Homo sapiens), P08173;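 active means activation above its plate's cutoff, the mean activation of sample wells plus 3 SD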; further: some results filed as inactive read as strong as hits
# CHO-K1 Ca ag: counter-screen for M1 agonists: effect in parental CHO-K1 cells; activation, % at 3 µM; Fluo-8 calcium fluorescence; scaled to maximal ATP response, vehicle zero; 360,000 compounds, 0.48% hits; in the data active means activation above about 15%;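 further: untransfected CHO-K1 host cells lacking M1 receptor as counterscreen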
# CHRM4 agonist: human M4 muscarinic receptor agonists, primary screen, CHO-K1 cells, Fluo-8 calcium fluorescence | Muscarinic acetylcholine receptor M4 (Homo sapiens), P08173 | CHO-K1 hM4/Gqi5; vehicle 0%, full acetylcholine response 100% | activation, % at 3 µM | 360,000 compounds, 0.14% hits | AID 624127, 2012;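 active means activation above the run mean over all test wells plus 3 SD, cut at about 32% in these data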;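 further: peak over basal fluorescence ratio per well then scaled between controls; 0% = DMSO wells and 100% = acetylcholine at EC100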
# CHO-K1 Ca antag: counter-screen for M1 antagonists: effect in parental CHO-K1 cells; ATP-induced calcium, Fluo-8 fluorescence; inhibition, % at 3 µM; 360,000 compounds, 0.6% hits; AID 602250;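 active means inhibition above a per-plate cutoff, the plate's mean sample inhibition plus 3 SD, cut at about 24% in these data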;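 further: 0% = DMSO plus EC80 ATP and 100% = DMSO alone without ATP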
# CHO-K1 Ca PAM: nonselective calcium activators in parental CHO-K1 cells, primary screen, counter-screen for M1 PAM project, cell-based, Fluo-8 calcium fluorescence, full deck, 1536-well | ATP EC20; 0% at ATP EC20, 100% at ATP max | activation, % at 3 µM | 360,000 compounds, 0.02% hits;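 active means activation above the run cutoff, the mean activation of all test compounds plus 3 SD, cut at about 40% in these data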;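 further: peak over basal fluorescence ratio in a 140 s read after ATP addition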
# M5 antag: human M5 muscarinic receptor antagonists, primary screen, CHO cells, Fluo-8 calcium fluorescence; inhibition, % at 3 µM; 360,000 compounds, 0.59% hits; Muscarinic acetylcholine receptor M5 (Homo sapiens), P08912; CHO-hM5 cells, ACh EC80;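 active means inhibition above a per-plate cutoff, the mean of that plate's test compounds plus 3 SD, cut at about 27% in these data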;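 further: 0% = acetylcholine EC80 with DMSO and 100% = DMSO without agonist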
# The depositor's hits bear a star.
SMILES,CHRM5 agonist,M4 antag,CHRM5 PAM,CHRM4 PAM,CHO-K1 Ca ag,CHRM4 agonist,CHO-K1 Ca antag,CHO-K1 Ca PAM,M5 antag
COc1ccccc1-c1nnn(CC#N)n1,0,5,-6,11,1.0,1,-22,7,8
Oc1[nH]c2ccccc2c1C=Nc1ccc2c(c1)OCCO2,-2,-3,-8,6,1.9,7,-10,0,6
O=S(=O)(c1ccc(-c2csc(=Nc3ccccc3)n2CCCN2CCOCC2)cc1)N1CCOCC1,-4,5,2,-3,5.0,1,-9,21,0
CCc1ccc(CN(C)C(=O)c2cc(COc3ccc(-n4cncn4)cc3)on2)cc1,-3,-7,-15,-5,8.0,11,-1,1,20
COC(=O)C(Cc1ccccc1)NC(=O)C(CC(C)C)NC(=O)OC(C)(C)C (centres undefined),-2,-2,-5,3,1.2,0,-5,20,5
CC(=O)c1cccc(-c2cnc3c(NC=O)cc(-c4ccc(F)cc4)cn23)c1,1,9,-3,0,1.7,15,3,3,2
Cc1ccc(CNS(=O)(=O)c2cn(C)c(=O)n(C)c2=O)cc1,-3,10,-5,-5,-0.4,1,6,-13,15
S=C(NCCc1ccccn1)NC1CC2CCC1C2 (centres undefined),-4,-9,2,-2,1.1,1,-7,12,10
COCCN(CC(=O)Nc1ccccc1)S(=O)(=O)c1ccc(S(=O)(=O)N2CCCC2)cc1,0,-6,3,-4,4.3,2,-10,15,-7
C=CCn1c(=O)c2c3c(sc2n2c(Nc4ccc(C(=O)OCC)cc4)nnc12)CCCC3,1,-7,1,20,-0.1,-2,-8,5,4
O=S(=O)(NCc1ccccc1)c1cccs1,-2,3,4,11,-0.6,1,10,-4,-1
Cc1ccc2cc(CCNC(=O)c3ccc(C)c([N+](=O)[O-])c3)c(=O)[nH]c2c1,-2,11,-2,-15,0.1,1,-1,2,-3
Cc1cc(C)c(NC(=O)CSc2nc3ncc(Br)cc3[nH]2)c(C)c1,-4,2,4,4,0.0,1,4,-12,0
COc1ccc(OC)c(NS(=O)(=O)c2ccc(Cl)nc2)c1,-2,0,-8,0,-0.2,0,19,-13,6
CCN(CC)c1ccc(/C=N/OC(C)C(=O)Nc2ccc(C)cc2)cc1 (centres undefined),-5,-4,-3,1,-0.6,1,-1,2,0
O=C(Nc1cccc(F)c1)C1CCCN1C(=O)OCc1ccccc1 (centres undefined),-3,5,-7,3,2.5,0,-18,26,11
Cc1ccccc1-c1cc(C(=O)Nc2sc(C)c(C)c2C(N)=O)c2ccccc2n1,4,9,-8,-2,2.5,8,0,11,12
O=C(Nc1ncnc2sc3c(c12)CCCCC3)c1ccccc1,-2,-1,2,17,0.0,-1,1,9,-1
CC(NC(=O)c1ccc2ccccc2n1)c1ccccc1 (centres undefined),0,-8,5,-5,2.4,-1,3,4,1
CC(=O)Oc1ccc2nc(-c3ccco3)oc(=O)c2c1,1,7,1,-6,-0.1,1,18,-16,8
NNC(=O)CNC(=O)c1ccccc1F,-5,4,-1,3,-0.5,1,-1,7,4
Cc1ccc(NC(=O)C2CCN(C(=O)NCc3ccccc3)CC2)cc1C,-2,11,0,0,0.8,1,-2,3,4
CCN(C(=O)COC(=O)C12CC3CC(CC(NC(C)=O)(C3)C1)C2)C1CCCCC1,2,-14,0,2,1.0,1,-10,8,8
CC12CCC(c3c(C(=O)O)nn(-c4ccc(F)cc4)c31)C2(C)C (centres undefined),-3,-5,5,2,0.1,0,-7,20,-2
COc1cccc(N2CCN(C(=O)CCSCc3ccccc3F)CC2)c1,0,6,-5,-12,4.9,13,-1,9,18

# One compound at a time (already shown). Values in the order: CHRM5 agonist	M4 antag	CHRM5 PAM	CHRM4 PAM	CHO-K1 Ca ag	CHRM4 agonist	CHO-K1 Ca antag	CHO-K1 Ca PAM	M5 antag
# `CCN(C(=O)COC(=O)C12CC3CC(CC(NC(C)=O)(C3)C1)C2)C1CCCCC1` is listed with 2	-14	0	2	1.0	1	-10	8	8
# `CCc1ccc(CN(C)C(=O)c2cc(COc3ccc(-n4cncn4)cc3)on2)cc1` is listed with -3	-7	-15	-5	8.0	11	-1	1	20
# `Cc1ccc2cc(CCNC(=O)c3ccc(C)c([N+](=O)[O-])c3)c(=O)[nH]c2c1` is listed with -2	11	-2	-15	0.1	1	-1	2	-3

# (cont.)
SMILES,CHRM5 agonist,M4 antag,CHRM5 PAM,CHRM4 PAM,CHO-K1 Ca ag,CHRM4 agonist,CHO-K1 Ca antag,CHO-K1 Ca PAM,M5 antag
COc1ccc(S(=O)(=O)N2CCCC(C(=O)N3CCOCC3)C2)cc1Cl (centres undefined),4,1,0,2,3.0,3,1,13,0
Cc1cccc(N2C(=O)N3[C@@H]4c5ccccc5OC[C@@H]4[C@@H](c4ccccc4)[C@@]3(C)C2=O)c1,0,1,3,1,-0.6,1,-8,2,-3
CCOC(=O)C(C)Sc1nc2c(cnn2-c2ccc(F)cc2)c(=O)[nH]1 (centres undefined),-4,-16,2,9,0.7,1,-16,15,-4
CCC(=O)N1CCCC(C(=O)c2ccc(-c3ccccc3)cc2)C1 (centres undefined),2,-3,0,1,4.1,7,-14,3,1
O=C(COC(=O)Cc1ccsc1)Nc1ccc(F)cc1Cl,-1,-14,2,10,-0.6,-1,-16,-9,-8
CCOC(=O)C1CCCN(C(=O)C2CCN(S(=O)(=O)c3ccc4ccccc4c3)CC2)C1 (centres undefined),3,-2,-11,-3,7.4,11,-6,13,12
O=C(Cn1nc(C(F)(F)F)cc1C1CC1)Nc1ccccc1F,-3,9,-7,6,-0.1,0,-4,16,1
O=C(CN(C(=O)CSc1nc2ccccc2o1)c1ccccc1)NC1CCCCC1,2,12,2,1,-0.1,1,-8,-6,0
COc1ccc(NC(=O)CSc2n[nH]c(N)n2)cc1OC,-3,-4,8,-3,0.2,0,-10,11,5
Cc1nc(-c2ccc(Cl)cc2)sc1C1(C)CC(c2ccccc2)=NO1 (centres undefined),4,0,-3,0,0.3,0,-11,4,16
Cc1c(C(=O)CN2CCOCC2)[nH]c2ccccc12,6,21,1,2,-0.3,1,18,-10,1
COC(=O)c1sc2ncccc2c1OCc1ccc(Cl)cc1,4,9,9,-5,-0.9,0,-15,17,-16
CC1CN(C(=O)c2cccc(S(=O)(=O)N3CCN(c4ccc(F)cc4)CC3)c2)CC(C)O1 (centres undefined),7,5,-9,-5,9.3,10,-9,-3,-5
CC(=O)Nc1ccc(S(=O)(=O)Nc2nnc(C(C)(C)C)s2)cc1,3,7,7,13,0.6,1,-12,15,-3
CCOC(=O)N1CCN(C(=O)CCNS(=O)(=O)c2ccc3c(c2)c(=O)n(C)c(=O)n3C)CC1,0,0,3,-9,0.2,1,-15,11,3
Cc1onc(-c2ccccc2)c1C(=O)N1CCN(C/C=C/c2ccccc2)CC1,-2,-2,-7,-6,1.8,6,-1,16,-1
CCc1ccc(OCC(=O)N2CCN(c3ccccc3F)CC2)cc1,-5,1,6,-3,-0.2,-1,-14,15,10
COc1cccc(NC(=O)c2ccc3c(c2)OCO3)c1,5,-7,-4,-5,0.0,0,7,-15,6
O=C1C=C(NNC(=O)c2ccncc2)CC(c2ccccc2)C1 (centres undefined),33*,13,-12,-17,7.5,31,4,-2,8
CCc1ccc(OCC(=O)NCCc2ccc3c(c2)OCCO3)cc1,-1,15,1,-1,0.1,-1,-14,13,1
CC(NC(=O)CN(c1cccc(C(F)(F)F)c1)S(=O)(=O)c1ccc(Cl)c([N+](=O)[O-])c1)c1ccccc1 (centres undefined),-6,25,-14,-18,2.0,0,3,0,26
Cc1cc2nc(-c3cccc(Cl)c3)c(Cc3cccc(Cl)c3)n2c(C)c1Br,1,-1,-14,7,0.5,0,-14,2,12
CN(C)c1nc(Oc2ccc(=O)[nH]n2)nc(N2CCOCC2)n1,1,1,-3,18,0.0,0,5,1,-3
CCOCCCNS(=O)(=O)Cc1ccccc1,0,-2,6,3,0.8,0,-6,9,-7
COc1ccc(CC(=O)NC2CCN(CC(=O)N3CCCc4ccccc43)CC2)cc1OC,-2,7,5,14,0.4,0,7,11,-6

# New compounds follow.
SMILES,CHRM5 agonist,M4 antag,CHRM5 PAM,CHRM4 PAM,CHO-K1 Ca ag,CHRM4 agonist,CHO-K1 Ca antag,CHO-K1 Ca PAM,M5 antag
Cc1ccc(S(=O)(=O)c2c(COC(=O)c3ccc(Cl)cc3)c(-c3ccccc3)nn2C)cc1,0,-2,-1,-2,0.3,-1,10,-5,-4
CC(=O)NC(Cc1ccccc1)C(C)=O (centres undefined),1,2,2,5,1.3,0,4,5,4
Cc1cccc(-n2nnc(C(=O)NCc3ccco3)c2N)c1,-2,8,0,-4,0.3,0,-8,23,3
O=C(CSc1nc2ccccc2[nH]1)NCCc1ccc(Cl)cc1,-2,-24,-6,6,0.0,7,23,-14,-3
CCCC(=O)Nc1ccc(Cl)c(NC(=O)c2cccnc2)c1,1,-3,-6,-2,0.1,3,-8,5,4
O=S(=O)(c1ccc2nc(COc3ccc(Cl)cc3Cl)[nH]c2c1)N1CCOCC1,10,-8,-8,1,3.7,17,-5,0,2
COc1cccc(/C=C2/Sc3ccc(C(=O)NCCN4CCCCCC4)cc3NC2=O)c1,-9,-12,1,-6,3.7,7,-20,-1,-7
O=C(OCC(=O)c1ccc[nH]1)c1ccc([N+](=O)[O-])cc1,-3,0,-17,-1,2.8,4,-13,-12,13
CC1(C)CC2CC(C)(CN2S(=O)(=O)c2ccc(C(=O)Nc3ccc(S(=O)(=O)N4CCOCC4)cc3)cc2)C1 (centres undefined),0,7,-4,-3,0.3,0,13,-11,2
COCCCN1CCc2[nH]c(=S)[nH]c(=O)c2C1,-1,-5,-11,-1,3.0,6,-11,15,10
CN(C(=O)c1ccc(NC(=O)Cc2ccc(NC(=O)C3CCCN(C(=O)CCc4ccccc4)C3)cc2)cc1)C1CC1 (centres undefined),-3,-7,6,1,0.1,0,-3,2,1
CN(Cc1ccccc1)C(=O)C(=O)c1c[nH]c2ccccc12,0,-4,-3,-1,2.0,4,-2,1,3
CCOC(=O)c1sc(NC(=O)c2cc(-c3ccccc3C)nc3ccccc23)c(C#N)c1C,10,-10,4,20,6.0,5,-4,12,-2
Cc1ncc(CSc2nccc(=O)[nH]2)c(CO)c1O,-2,6,0,-1,0.7,0,-10,6,5
O=C(O)c1ccc(CSc2nnc(-c3ccc(Cl)cc3)o2)cc1,4,4,15,1,0.2,1,-11,18,-5
C=CC[C@@H](CC(=O)N[C@H](CO)Cc1ccccc1)C(=O)NCCOC(=O)[C@@H](CC=C)Cc1ccc(F)cc1,8,-13,-11,1,5.5,15,5,-4,7
Cc1ccc(C(=O)OC(C(=O)O)C(OC(=O)c2ccc(C)cc2)C(=O)O)cc1 (centres undefined),3,13,7,-4,0.0,1,-7,12,4
O=C(Cn1cc([N+](=O)[O-])nc1[N+](=O)[O-])N1CCN(c2ccccc2)CC1,-1,1,-11,-3,0.5,2,-2,0,2
Cc1n[nH]c(=O)nc1NCCN(C)C,-6,-3,7,-5,0.2,0,1,16,7
